Bioassay records as filed in PubChem.
a7 integrin act: qHTS for Activators of Integrin-Mediated Alleviation for Muscular Dystrophy; alpha7betagal myoblasts, beta-gal FDG fluorescence, 48 h; Potency, µM (doses to about 38.3 µM), for the others: at the top dose activation, usual class: activators; 0.064% of 350,000 active;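 also: potency is read from the fitted curve at half-maximal effect; 100% = response of the positive control SU9516; nearly all actives have a fitted effect of over 60% in size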
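Alpha7betagal+/- myoblasts (passage 13) were plated 16-24 hr, then exposed to compounds (1:260 dilution of DMSO stock) for 48 hours at 37C. After MPER lysis, β-galactosidase reporter activity was read as FDG fluorescence (ex 480/em 540) after 30 minutes.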
B2AR arrestin: qHTS assay of beta-arrestin-biased ligands of beta2-adrenergic receptor; beta-arrestin recruitment to beta2AR, cell-based reporter; 0.02% of 330,000 active; AID 492947, 2010; Potency, µM (doses to about 46.1 µM), for the others: top-dose activation, hits mostly activators; Beta-2 adrenergic receptor (Homo sapiens), P07550;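 also: potency is read from the fitted curve at half-maximal effect; 0% = DMSO controls and full agonism = EC100 isoproterenol or metaproterenol; nearly all actives have a fitted effect of over 65% in size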
TRPV1 ag: HTS Assay for Compounds that Act as Agonists of the Vanilloid Receptor 1 | TRPV1-expressing cells, Fluo-8 calcium influx, agonist mode | Transient receptor potential cation channel subfamily V member 1 (Homo sapiens), Q8NER1 | AID 540275, 2011 | activation, % at 8.33 µM | 0.19% of 320,000 active; in the data active = activation above about 80%; inconclusive = between about 30% and that limit; also: 0% is about no effect
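Fluo-8 calcium influx in TRPV1-expressing cells, kinetic read (ex 480/em 520 nm). Compound added and read 3 min for agonist activity, followed by capsaicin at EC20 final and 2 min further read for enhancement.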
ASM inhibitor: Inhibitors of Secretory Acid Sphingomyelinase (S-ASM): qHTS. Sphingomyelin phosphodiesterase (Homo sapiens), P17405. placental ASM, HMU-PC fluorogenic substrate, 60 min. Potency, µM (top dose mostly 57.5 µM), for the others: at the highest dose activity change, negative = inhibition, most hits filed as inhibitors. 0.006% of 340,000 active; also: potency is read from the fitted curve at half-maximal effect
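Human placenta-derived ASM enzyme was preincubated with compound for 10 minutes at room temperature, then given fluorogenic substrate HMU-PC0 (9 uM final) for 60 minutes at 37 °C; a pH 10 stop preceded fluorescence reading at Ex 386/Em 447 nm.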
USP2a inh: qHTS Assay for Inhibitors of Ubiquitin-specific Protease USP2a Using CHOP2 as the Reporter. USP2 core, Ub-CHOP2 coupled fluorogenic reporter, 485/531. AID 463254, 2010. Ubiquitin carboxyl-terminal hydrolase 2 (Homo sapiens), O75604. Potency, µM (series often up to 38.3 µM), for the others: at the top dose activity change, negative = inhibition, hits mostly inhibitors. 0.01% of 330,000 active;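 also: potency is read from the fitted curve at half-maximal effect; plate controls were DMSO wells for no effect and full inhibition by NEM control for full effect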
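Cell-free coupled assay: 10nM USP2 core preincubated 30min RT with compound in Tris-HCl pH 8.0/CaCl2/CHAPS buffer, then 25nM Ub-CHOP2 and 25nM reporter substrate; fluorescence (Ex 485/Em 531) read after 60min RT, normalized to NEM inhibition, concentration-response curves fitted.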
TSG101-PTAP inh: qHTS Assay for Iinhibitors of HIV-1 Budding by Blocking the Interaction of PTAP/TSG101; Tumor susceptibility gene 101 protein (Homo sapiens), Q99816; Fluorescence polarization, FITC-PTAP peptide / Tsg101 binding; Potency, µM (series often up to 115 µM), for the others: at the top dose activity change, negative = inhibition, actives largely listed as inhibitors; 340,000 tested, under 10 active; AID 493005, 2010; active = well fitted inhibition curve with a large enough effect in the main read-out, with a control signal flat, not every such curve was filed as active; inconclusive = small, poorly fitted or top-dose-only effect, or effect the other way, or a change in a side signal; inactive = no such curve, though single readings can be large or run the other way; also: potency is read from the fitted curve at half-maximal effect; % of control where 0% means no effect
Target sequence (Q99816 whole entry, looked up): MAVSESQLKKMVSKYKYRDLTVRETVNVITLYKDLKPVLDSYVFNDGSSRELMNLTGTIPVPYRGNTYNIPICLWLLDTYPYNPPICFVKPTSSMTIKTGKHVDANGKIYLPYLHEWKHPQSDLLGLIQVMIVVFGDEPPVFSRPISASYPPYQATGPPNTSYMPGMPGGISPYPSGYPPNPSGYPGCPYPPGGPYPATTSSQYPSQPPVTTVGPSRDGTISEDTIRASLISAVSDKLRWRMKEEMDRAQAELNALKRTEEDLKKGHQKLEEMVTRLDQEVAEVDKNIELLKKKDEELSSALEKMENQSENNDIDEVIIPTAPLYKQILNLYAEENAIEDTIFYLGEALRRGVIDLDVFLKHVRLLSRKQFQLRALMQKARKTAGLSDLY
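Tsg101 binding domain (10 uM final) was mixed with compound and a FITC-labeled PTAP peptide (50 nM final) in HEPES pH 7.5 buffer with NaCl, Tween 20, EDTA and TCEP; fluorescence polarization was read after 20 min at r.t.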
uPA generation: qHTS for Inhibitors of Cell Surface uPA Generation; 0.31% of 330,000 active; cell surface uPA generation assay, qHTS; Potency, µM (titrated, usually from 38.3 µM), inactives show at the top dose activity change, negative = inhibition, hits mostly inhibitors; AID 540303, 2011; active = well fitted inhibition curve with a large enough effect; inconclusive = small, poorly fitted or top-dose-only effect; inactive = no such curve, though single readings can be large or run the other way; tested in mouse RAW 264.7 cells; also: potency is read from the fitted curve at half-maximal effect; % is scaled to controls: 0 for no effect and ±100 for the full control effect; nearly all actives have a fitted effect of over 55% in size
BRCA1 expr act: qHTS Assay to Identify Small Molecule Activators of BRCA1 Expression; MCF7-BRCA1-FFLuc reporter, luminescence, 48 h; response scale: scaled: vehicle 0%, 10 µM genistein 100%; Potency, µM (top dose mostly 46.1 µM), for inactives: at the top dose activation, hits mostly activators; 1.1% of 380,000 active; also: potency is read from the fitted curve at half-maximal effect; nearly all actives have a fitted effect of over 80% in size; some results filed as inactive show a strong effect at the top dose
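MCF7-BRCA1-FFLuc, 2000 cells/well; 2 h attach, 37 °C/5% CO2; compound 48 h; luciferase substrate 15 min; luminescence end-point. Norm. to genistein 10 microM max activation and DMSO; concentration-response curves fitted.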
p53 reactivation: qHTS assay for re-activators of p53 using a Luc reporter. H1299 p53-A138V BP100-luciferase reporter, luminescence, 24 h. Potency, µM (doses to about 92.2 µM), without a hit: at the highest dose activity change, positive = activation, most hits filed as activators. 0.063% of 320,000 active. AID 504706, 2011; also: potency is read from the fitted curve at half-maximal effect; % of control where 0% means no effect; nearly all actives have a fitted effect of over 45% in size
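p53-null H1299 cells stably carrying temperature-sensitive p53-A138V and a BP100-luciferase reporter were pinned with compounds (4-point, 1:5 series) and held 24 hrs at 37 deg C. Luminescence was read 10 min after detection reagent.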
ELG1 genotox: qHTS screen for small molecules that induce genotoxicity in human embryonic kidney (HEK293T) cells expressing luciferase-tagged ELG1. HEK293T ELG1-luciferase reporter, luminescence, 16 h. Potency, µM (titrated, usually from 46 µM), without a hit: at the highest dose activity change, positive = activation, actives largely listed as activators. 1.3% of 330,000 active. AID 504466, 2011; also: potency is read from the fitted curve at half-maximal effect; % of control where 0% means no effect; nearly all actives have a fitted effect of over 60% in size
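Genotoxicity was scored as increased ELG1-luciferase reporter signal, measured by ONE-Glo luminescence (30 min, room temperature). Compound or vehicle exposure of the HEK293T reporter cells lasted 16 hr at 37°C.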
Eya2 phos inh: qHTS Assay for Inhibitors of the Phosphatase Activity of Eya2 | 0.006% of 330,000 active | Protein phosphatase EYA2 (Homo sapiens), O00167 | recombinant Eya2, OMFP fluorescence dephosphorylation (OMFP is methylfluorescein phosphate) | Potency, µM (series often up to 76.9 µM), inactives show at the highest dose activity, negative = inhibition, most hits filed as inhibitors; also: potency is read from the fitted curve at half-maximal effect; % is scaled to controls: 0 for no effect and ±100 for the full control effect
Target sequence (O00167 whole entry, looked up): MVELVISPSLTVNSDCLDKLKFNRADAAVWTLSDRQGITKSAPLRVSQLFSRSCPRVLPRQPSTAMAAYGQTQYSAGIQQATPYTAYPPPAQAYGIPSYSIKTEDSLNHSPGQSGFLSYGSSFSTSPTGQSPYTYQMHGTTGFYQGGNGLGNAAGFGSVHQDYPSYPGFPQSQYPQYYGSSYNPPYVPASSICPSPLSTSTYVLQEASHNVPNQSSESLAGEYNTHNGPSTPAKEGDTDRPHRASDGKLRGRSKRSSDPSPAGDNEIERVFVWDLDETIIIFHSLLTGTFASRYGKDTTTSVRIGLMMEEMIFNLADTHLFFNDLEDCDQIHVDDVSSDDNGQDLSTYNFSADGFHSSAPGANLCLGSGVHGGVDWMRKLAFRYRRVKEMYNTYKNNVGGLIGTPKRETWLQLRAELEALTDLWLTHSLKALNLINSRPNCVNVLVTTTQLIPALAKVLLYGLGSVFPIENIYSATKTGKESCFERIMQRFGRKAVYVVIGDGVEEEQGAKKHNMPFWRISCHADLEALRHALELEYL
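Eya2 (0.2 uM) preincubated 10 min at ambient with compound, then OMFP substrate added at 50 uM; 10 min reaction in 50 mM HEPES pH 7.5, 50 mM NaCl, 5 uM MgCl2, 0.05% BSA, 1 mM DTT. Fluorescence read at Ex 485/Em 525 nm.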
* hit, by the source's call; ? = inconclusive; · = not tested or not shown; [ ] = dose if it differs, or a comment. Unless noted, calls follow the shape of the dose curve; as a rule, active = well fitted curve in the direction sought with a large enough effect; inconclusive = small, poorly fitted or top-dose-only effect, or another doubt; inactive = no such curve, though single readings can be large; an effect the other way counts as inactive or inconclusive.

smiles	a7 integrin act	B2AR arrestin	TRPV1 ag	ASM inhibitor	USP2a inh	TSG101-PTAP inh	uPA generation	BRCA1 expr act	p53 reactivation	ELG1 genotox	Eya2 phos inh
COc1ccccc1C(C)NCC(=O)Nc1ccccc1C(F)(F)F (stereo not given)	-20%	2.2%	-5	4%	-4%	-7%	3%	-14%	-11%	-5%	-16%
O=C(COc1ccc(Br)cc1)N1CCc2ccccc2C1	7%	0.0%	?	-1%	-1%	-2%	0%	2%	2%	-3%	-3%
CN(C)/C=C/C(=O)c1ccc(Cl)c([N+](=O)[O-])c1	-38%	-0.4%	-2	-7%	2%	-5%	-1%	-13%	?	0%	-10%
COC(=O)CC(=O)CSc1nc2c(cc1C#N)CCCCC2	-9%	-0.1%	1	58%[activator]	3%	-6%	-20%	8%	?	?	2%
O=C(Cc1ccccc1)NCCCc1ccccc1	15%	-0.3%	0	2%	-5%	1%	2%	39%	7%	13%	11%
O=C(NCc1ccccn1)C1Nc2ccc(OC(F)(F)F)cc2C2C=CCC12 (stereo not given)	11%	·	·	-1%	·	3%	-7%	0%	·	·	·
O=C(Nc1ccncc1)Nc1ccc(Cl)cc1	0%	-1.1%	?	-1%	-4%	-1%	-5%	92%	10%	14%	-5%
COCc1cc(=O)n2[nH]c(-c3cccs3)cc2n1	-17%	-0.4%	2	1%	-1%	-2%	-5%	4%	8%	4%	10%

Brought forward from above: two entries, then new ones.
smiles	a7 integrin act	B2AR arrestin	TRPV1 ag	ASM inhibitor	USP2a inh	TSG101-PTAP inh	uPA generation	BRCA1 expr act	p53 reactivation	ELG1 genotox	Eya2 phos inh
O=C(Nc1ccncc1)Nc1ccc(Cl)cc1	0%	-1.1%	?	-1%	-4%	-1%	-5%	92%	10%	14%	-5%
COCc1cc(=O)n2[nH]c(-c3cccs3)cc2n1	-17%	-0.4%	2	1%	-1%	-2%	-5%	4%	8%	4%	10%
Nc1nc(-c2ccc(Cl)cc2)nn1C(=O)c1cccs1	5%	-0.3%	2	-3%	0%	-4%	5%	-49%	9%	-1%	-2%
COc1ccc(N2CCN(C(=O)CN3C(=O)COc4ccccc43)CC2)cc1	33%	0.0%	2	1%	1%	-3%	1%	0%	-5%	-2%	-1%
CN(C)CCCNc1cc(C(C)(C)C)nc2c(-c3ccccc3)cnn12	-16%	-0.8%	7	-5%	-6%	-4%	2%	5.6µM*	2%	?	-25%
Cc1ccc(N2CCN(c3ccc(C)cc3)C2c2cccnc2)cc1	-1%	0.0%	2	-2%	-4%	0%	7%	16%	10%	-4%	-24%
COCCNC(=S)NNc1ccccc1[N+](=O)[O-]	18%	-0.1%	-1	4%	2%	-1%	-5%	-4%	14%	7%	?
COc1cc(C=O)ccc1Oc1nc(Nc2ccc(F)cc2F)nc(N2CCOCC2)n1	-25%	0.0%	?	-4%	1%	-2%	-3%	-48%	0%	0%	0%
CCOC(=O)c1c(C)n(C)c2ccc(OC)c(NS(=O)(=O)CC)c12	-28%	-0.1%	-1	-1%	-4%	-2%	-1%	-18%	6%	-1%	-3%
C[n+]1cccc(O)c1SCc1ccccc1	-30%	0.2%	3	2%	1%	5%	-21%	-39%	14%	-1%	-5%
CCC(C)NC(=O)CN1C(=O)NC2NC(=O)NC21 (stereo not given)	-20%	4.5%	-2	3%	4%	0%	-3%	-4%	-3%	2%	-14%
Cc1ccccc1NC(=S)N(CCN(C)C)C(C)c1ccco1 (stereo not given)	0%	-0.5%	-1	2%	4%	-2%	-1%	0%	11%	2%	-2%
CC(C)CNC(=O)COc1ccc(Sc2ccc(OCC(=O)NCC(C)C)cc2)cc1	-30%	-0.3%	21	0%	2%	-2%	8%	-14%	3%	-2%	-14%
Cc1nc(-c2ccc(Cl)cc2)sc1C1(C)CC(c2ccccc2Br)=NO1 (stereo not given)	7%	·	·	-14%	·	0%	7%	-8%	·	·	·
Cc1ccn(CCC(=O)O)n1	1%	-0.9%	-3	3%	3%	2%	7%	-6%	0%	3%	-8%
O=C(CCN1C(=O)/C(=C\c2cccs2)SC1=S)NC1=NCCS1	-19%	-2.4%	1	-2%	4%	-2%	0%	-11%	2%	1%	-2%
O=C(Cc1ccc(Cl)cc1Cl)Nc1cccc(S(=O)(=O)Nc2ccccc2F)c1	0%	0.1%	-4	-9%	-2%	0%	-3%	-15%	-4%	-1%	-1%
CC[C@H](C)[C@H](NC(N)=O)C(=O)Nc1ccccc1F	-16%	0.3%	0	0%	0%	0%	5%	-3%	0%	1%	-6%
COC(=O)c1ccccc1NC(=O)COc1ccc2c(c1)OCO2	14%	0.0%	27	-3%	-1%	·	-3%	-16%	·	4%	24%
O=C(NCc1cccnc1)c1ccc(S(=O)(=O)N2CCCCC2)cc1	-2%	0.2%	9	-2%	-2%	-9%	5%	-46%	22%	-6%	-4%
COc1cccc(C(=O)OCC(=O)N2CCc3ccccc3C2)c1	3%	-0.3%	·	0%	-2%	0%	3%	18%	10%	2%	-15%
Cc1cccc(OCCCC(=O)Nc2ccc(N3CCCCC3)cc2)c1C	17%	-0.1%	2	5%	4%	0%	·	0%	-5%	-1%	-3%
CCc1ccc2c(c1)cc(CN(C(=S)Nc1cccc(C)c1)C1CC1)c1nnnn12	13%	0.3%	0	1%	-1%	1%	-3%	-29%	-1%	10%	-11%
Cc1ccc(S(=O)(=O)Nc2ccc(NC(=O)c3cccnc3)cc2)cc1	13%	-0.4%	-2	-2%	8%	0%	4%	13%	-1%	-5%	10%
CCc1ccc(Nc2cnn(-c3nc4ccccc4s3)c(=O)c2Cl)cc1	-16%	-0.7%	?	?	0%	-2%	-8%	-37%	30%	6%	2%
Cc1c(CC(=O)NCC(=O)NCC(=O)O)c(=O)oc2cc3oc4c(c3cc12)CCCC4	17%	0.5%	-3	337%[activator]	-5%	-9%	4%	1%	0%	3%	-3%

Quoted at random: three compounds from above.
smiles	a7 integrin act	B2AR arrestin	TRPV1 ag	ASM inhibitor	USP2a inh	TSG101-PTAP inh	uPA generation	BRCA1 expr act	p53 reactivation	ELG1 genotox	Eya2 phos inh
O=C(CCN1C(=O)/C(=C\c2cccs2)SC1=S)NC1=NCCS1	-19%	-2.4%	1	-2%	4%	-2%	0%	-11%	2%	1%	-2%
COc1cc(C=O)ccc1Oc1nc(Nc2ccc(F)cc2F)nc(N2CCOCC2)n1	-25%	0.0%	?	-4%	1%	-2%	-3%	-48%	0%	0%	0%
O=C(NCc1cccnc1)c1ccc(S(=O)(=O)N2CCCCC2)cc1	-2%	0.2%	9	-2%	-2%	-9%	5%	-46%	22%	-6%	-4%

Going on with the list:
smiles	a7 integrin act	B2AR arrestin	TRPV1 ag	ASM inhibitor	USP2a inh	TSG101-PTAP inh	uPA generation	BRCA1 expr act	p53 reactivation	ELG1 genotox	Eya2 phos inh
O=C(NC1CCCC(C(F)(F)F)C1)c1ccc([N+](=O)[O-])o1 (stereo not given)	-67%[inhibitor]	0.3%	·	-1%	-6%	-3%	?	-109%[inhibitor]	-19%	-1%	7%
O=C(/C=N/O)NCCN1CCCCC1	16%	0.0%	-5	-2%	0%	-16%	2%	-1%	2%	3%	7%
Cc1ccc(C(=O)NCC(=O)OCC(=O)c2ccccc2)s1	-15%	-0.2%	4	4%	1%	1%	4%	43%	4%	-2%	15%
CCc1ccc(-n2c(SCC(=O)NC3CCS(=O)(=O)C3)nc3ccccc3c2=O)cc1 (stereo not given)	-24%	-0.1%	5	3%	1%	0%	2%	2%	2%	0%	14%
COC(=O)c1cc(NC(=O)c2cccc([N+](=O)[O-])c2C)ccc1Cl	?	-0.5%	14	-2%	2%	0%	-4%	1%	-9%	9%	-1%
O=C(CN1C(=O)C(=O)N(C2CCCC2)C1=O)Nc1ccc(F)cc1F	-6%	-0.1%	0	3%	-1%	-3%	-1%	11%	-4%	2%	27%
